Assay outcomes (PubChem)
Tcruzi prolif: blocks T. cruzi growth in NIH3T3 culture; inhibition, % at 8.34 µM; 5.9% of 77,000 active; T. cruzi beta-gal in NIH3T3, GalScreen luminescence, 90 h; AID 624255;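 active = mean inhibition above about 93%, with at least 55% of replicates each passing it, limit read from the data, passing the limit was not always enough; inconclusive = only one of those two conditions holds; inactive = neither condition holds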
C diff growth: C. difficile growth inhibition | Clostridium difficile clinical isolate growth, OD600, 24 h; stronger effect = lower value | growth activity, negative = inhibition, % at 16 µg/mL (by protocol) | 0.25% of 86,000 active | AID 1259249;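 active = mean growth activity at or below -80% and every replicate also at or below -80%; inconclusive = mean at or below -80% but some replicate above -80%; inactive = mean growth activity above -80%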;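 note: 0% = DMSO wells and -100% = levofloxacin 16 µg/mL wells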
Pf Dd2 inh: blocks growth of Plasmodium falciparum Dd2 parasites | AID 1159554 | P. falciparum Dd2 growth, SYBR Green, 72 h; stronger effect = lower value | 2.3% of 94,000 active | activity change, % at 10 µM; in the data active = activity change below about -80%; inconclusive = no clear call, values can overlap the other calls
KDM4C inh: KDM4C (human) demethylase inhibition; Q9H3R0; GST-KDM4C 2-372, H3K9me3 peptide, LANCE TR-FRET; inhibition, % at 12.5 µM; 0.15% of 96,000 active;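 active = mean replicate inhibition above about 25%, with at least 55% of replicates also reaching it, limit read from the data, passing the limit was not always enough; inconclusive = only one of those two conditions met; inactive = neither condition met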
Target sequence (Q9H3R0 2-372 limits assumed): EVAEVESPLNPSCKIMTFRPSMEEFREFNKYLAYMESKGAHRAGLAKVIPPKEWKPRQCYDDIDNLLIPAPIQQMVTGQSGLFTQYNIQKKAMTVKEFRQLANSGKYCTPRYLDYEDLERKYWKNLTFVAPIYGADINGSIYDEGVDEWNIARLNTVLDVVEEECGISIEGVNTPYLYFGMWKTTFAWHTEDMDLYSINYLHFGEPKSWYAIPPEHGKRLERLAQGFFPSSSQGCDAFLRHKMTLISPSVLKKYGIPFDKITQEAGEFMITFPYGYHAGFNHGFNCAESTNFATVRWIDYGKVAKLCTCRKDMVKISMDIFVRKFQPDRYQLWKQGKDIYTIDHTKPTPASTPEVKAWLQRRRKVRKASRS
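Material: N-terminal GST-fused human GASC-1 (KDM4C) fragment, residues 2-372. Input: 10 nM enzyme. Incubation: enzyme reaction 30 min, then detection 60 min, both room temperature. Doses: one test concentration per compound. Read-out basis: inhibition from TR-FRET ratio decrease. Detection: LANCE TR-FRET, excitation 340 nm, emissions 618 and 671 nm.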
Numbers without * were called inactive; u = inconclusive; x = no result given; & = joins results of further samples.

SMILES	Tcruzi prolif	C diff growth	Pf Dd2 inh	KDM4C inh
C[C@H]1CN([C@@H](C)CO)S(=O)(=O)c2ccc(C#CC3(O)CCCC3)cc2O[C@H]1CN(C)C(=O)Cc1cccnc1	19	-1	-8	-1.3
C[C@@H]1CN([C@@H](C)CO)C(=O)c2cccc(NS(=O)(=O)c3ccccc3)c2O[C@H]1CN(C)CC1CC1	9	2	9	0.1
C[C@@H]1CN([C@@H](C)CO)C(=O)c2c(c3ccccc3n2C)-c2ccccc2CO[C@H]1CN(C)C(=O)Nc1ccnc(N2CCOCC2)c1	x	-8	-63	2.5
COc1ccc(S(=O)(=O)N2CC[C@@H]3[C@H]2c2cc(-c4ccccc4F)ccc2N[C@@H]3CO)cc1	60	-7	-4	0.7
CO[C@H](CN(C)S(=O)(=O)c1cccc(Cl)c1)[C@@H](C)CN(C(=O)Nc1ccccc1F)[C@@H](C)CO	28	x	-17	0.8
CC(C)NC(=O)N(C)C[C@H]1OCc2ccccc2-c2ccccc2C(=O)N([C@@H](C)CO)C[C@@H]1C	-44	x	43	-0.7
CCCc1cn(CC[C@@H]2CC[C@@H](NC(=O)Nc3ccccc3F)[C@@H](CO)O2)nn1	-16	x	-28	1.0
COc1ccc(S(=O)(=O)N(C)C[C@@H]2Oc3cc(C4=CCCC4)ccc3S(=O)(=O)N([C@@H](C)CO)C[C@@H]2C)cc1	109*	19	-61	1.3
CC(C)CC#Cc1ccc2c(c1)O[C@H](CN(C)C(=O)NC(C)C)[C@H](C)CN([C@H](C)CO)S2(=O)=O	63	1	-27	-1.9
CNC[C@H]1Oc2ccc(NC(=O)Nc3cccc4ccccc34)cc2C(=O)N([C@H](C)CO)C[C@H]1C	x	-1	8	-2.6
O=C(C[C@H]1CC[C@@H](NC(=O)c2ccc(F)cc2)[C@H](CO)O1)NCc1ccncn1	-5	-1	-1	0.7
CN(C)Cc1cn(CC[C@H]2CC[C@@H](NC(=O)Nc3ccc4c(c3)OCO4)[C@H](CO)O2)nn1	-5	x	19	2.8
COc1cccc(C#Cc2ccc([C@H]3[C@@H](CO)N4C(=O)CN(C(=O)c5ccncc5)C[C@@H]34)cc2)c1	x	7	1	-0.6
CCCNC(=O)[C@@H]1[C@@H](CO)[C@@H]2Cn3c(ccc(-c4ccccc4F)c3=O)[C@H]1N2S(C)(=O)=O	76	-4	-11	1.3
COc1ccccc1-c1ccc2c(c1)O[C@H](CN(C)C)[C@H](C)CN([C@H](C)CO)S2(=O)=O	8	5	15	-1.2
C[C@@H]1CN([C@H](C)CO)C(=O)c2cc(NC(=O)Nc3ccc(F)cc3)ccc2O[C@H]1CN(C)C(=O)NC1CCCCC1	0	7	22	1.3
O=C(C[C@H]1CC[C@H]2[C@@H](COC[C@@H](O)CN2Cc2ccc3c(c2)OCO3)O1)N1CCCCC1	54	-1&-8	x	0.0
O=C(C[C@@H]1C[C@@H]2c3cc(NC(=O)C4CCOCC4)ccc3O[C@@H]2[C@H](CO)O1)NCc1ccccc1	-43	0	-18	-1.2
O=C(C[C@H]1C=C[C@H](NC(=O)c2ccncc2)[C@H](CO)O1)Nc1ccc(-c2ccccc2)cc1	x	-2	16	-1.0
COCC(=O)Nc1ccc2c(c1)OC[C@H](C)N(C(=O)C1CCCC1)C[C@@H](C)[C@H](OC)CN(C)C2=O	9	4	16	-0.3
COc1ccccc1-c1ccc2n(c1=O)C[C@@H]1[C@@H](CO)[C@H](C(=O)O)N(C(=O)c3cccnc3)[C@H]21	31	-10	-8	-1.0
COc1ccc2c3c(n(C)c2c1)[C@@H](CO)N(CC1CCCC1)CC31CCN(C(=O)Nc2ccccc2)CC1	x	44	-84*	-2.6
C[C@@H]1CN([C@@H](C)CO)C(=O)Cc2cc(NC(=O)Nc3ccc4c(c3)OCO4)ccc2O[C@H]1CN(C)S(=O)(=O)c1ccc(Cl)cc1	5	11	-9	-0.4
O=C(C[C@@H]1CC[C@H]2[C@@H](COC[C@H](O)CN2Cc2ccccc2F)O1)N[C@H]1CCN(Cc2ccccc2)C1	60	x	-20	-0.9
O=C(C[C@@H]1C=C[C@H](NS(=O)(=O)c2cccc(F)c2)[C@@H](CO)O1)N1CCCCC1	-40	-3	7	-0.3

New compounds follow
SMILES	Tcruzi prolif	C diff growth	Pf Dd2 inh	KDM4C inh
CC(C)NC(=O)Nc1cccc2c1O[C@H](CN(C)C(=O)Nc1ccc(F)cc1)[C@H](C)CN([C@@H](C)CO)C2=O	8	-4	3	-2.2
CC(C)NC(=O)Nc1ccc2c(c1)C(=O)N(C)[C@@H]1CC[C@H](CC(=O)NCC3CCCCC3)O[C@@H]1CO2	-6	-2	-12	-1.4
CN(C)CC(=O)N[C@H]1CC[C@@H](CCn2cc(C3CCCC3)nn2)O[C@H]1CO	-37	1	7	0.0
O=C(C[C@H]1CC[C@H]2[C@@H](COC[C@@H](O)CN2CC2CC2)O1)NCc1ccc(Cl)cc1	8	x	-13	0.1
C[C@@H]1CCCCO[C@@H](CN(C)Cc2ccccc2)[C@@H](C)CN([C@@H](C)CO)C(=O)c2cc(NS(=O)(=O)c3ccccc3)ccc2O1	-5	x	-28	0.4
CNC[C@@H]1Oc2ccc(NC(=O)CCN3CCOCC3)cc2C(=O)N([C@@H](C)CO)C[C@@H]1C	10	-3	8	-0.5
COc1ccc(S(=O)(=O)N[C@@H]2CC[C@@H](CCNC(=O)c3ccccc3F)O[C@@H]2CO)cc1	-8	1	0	-1.0
O=S(=O)(c1ccccc1)N1CCCCN2[C@@H](CO)[C@@H](c3ccc(C#CC4CCCC4)cc3)[C@@H]2C1	42	-2	-67	-0.9
COc1ccccc1NC(=O)N[C@@H]1CC[C@H](CCNS(=O)(=O)c2ccc(Cl)cc2)O[C@H]1CO	-20	-3	12	6.6
COc1ccc(NC(=O)N(C)C[C@H]2Oc3ccc(NC(=O)Cn4cnnn4)cc3C(=O)N([C@@H](C)CO)C[C@@H]2C)cc1	-62	x	5	-0.4
O=C(C[C@@H]1CC[C@@H]2NC[C@H](O)COC[C@H]2O1)NCCN1CCCCC1	-19	2&2	-18	-0.9
CCCC(=O)Nc1ccc2c(c1)C(=O)N(C)C[C@@H](OC)[C@H](C)CN(Cc1ccccc1F)[C@H](C)CO2	79	-11	-33	0.6
CCCNC(=O)C[C@@H]1CC[C@H]2[C@@H](COC[C@H](O)CN2C(=O)Nc2ccc(Cl)c(Cl)c2)O1	58	-25&-57	10	0.4
COc1ccc2c3c(n(C)c2c1)[C@H](CO)N(Cc1ccccc1)CC31CCN(S(C)(=O)=O)CC1	x	-4	-57	0.2
C[C@@H]1CCCCO[C@@H](CN(C)C(=O)Cc2ccccc2)[C@@H](C)CN([C@H](C)CO)C(=O)c2cc(NC(=O)NC3CCCCC3)ccc2O1	-4	-3	-51	0.5
C[C@@H]1CN([C@@H](C)CO)C(=O)c2cc(C3=CCCC3)cnc2O[C@H]1CN(C)Cc1ccccc1	23	2	-16	5.3
O=C(NCC[C@@H]1CC[C@@H](NS(=O)(=O)c2ccccc2)[C@@H](CO)O1)c1cc(Cl)cc(Cl)c1	-89	x	1	-1.1
COc1ccc2c3c([nH]c2c1)[C@H](CO)N(C(=O)CN1CCOCC1)CC31CN(CC2CCCC2)C1	x	1	-19	-2.1
C[C@@H]1CN([C@@H](C)CO)C(=O)c2cccc(NC(=O)Nc3ccc(F)cc3)c2O[C@@H]1CN(C)Cc1ccc(-c2ccccc2)cc1	92	-93*	-66	x
Cc1noc(C)c1S(=O)(=O)N(C)C[C@@H]1Oc2ccc(NC(=O)Nc3ccccc3)cc2CC(=O)N([C@@H](C)CO)C[C@@H]1C	26	x	9	0.7
O=C(Nc1ccccc1)N1CCCCN2[C@H](C1)[C@H](c1ccc(-c3ccccc3F)cc1)[C@@H]2CO	113*	26	17	-0.9
C[C@H]1CCCCO[C@@H](CN(C)Cc2ccncc2)[C@@H](C)CN([C@@H](C)CO)C(=O)c2cc(NC(=O)Nc3cccc4ccccc34)ccc2O1	99*	-11	-15	1.2
CC=Cc1ccc2n(c1=O)C[C@@H]1[C@@H](CO)[C@H](C(=O)NCCC)[C@H]2N1Cc1nccs1 (mixture of isomers)	53	1	2	-2.8
CCC(=O)N1CC2(C1)CN(Cc1ccc(Cl)cc1)[C@H](CO)c1[nH]c3cc(OC)ccc3c12	x	7	u	-0.7
CCCN1C[C@H](C)[C@@H](OC)CN(C)C(=O)c2ccc(NS(C)(=O)=O)cc2OC[C@H]1C	-2	1	x	0.8

Some of the entries so far, with two lines to a compound.
Second line of a record – Tcruzi prolif	C diff growth	Pf Dd2 inh	KDM4C inh
- Cc1noc(C)c1S(=O)(=O)N(C)C[C@@H]1Oc2ccc(NC(=O)Nc3ccccc3)cc2CC(=O)N([C@@H](C)CO)C[C@@H]1C
    26	x	9	0.7
- COc1ccc2c3c(n(C)c2c1)[C@H](CO)N(Cc1ccccc1)CC31CCN(S(C)(=O)=O)CC1
    x	-4	-57	0.2
- O=C(C[C@@H]1CC[C@@H]2NC[C@H](O)COC[C@H]2O1)NCCN1CCCCC1
    -19	2&2	-18	-0.9
- COc1ccc(NC(=O)N(C)C[C@H]2Oc3ccc(NC(=O)Cn4cnnn4)cc3C(=O)N([C@@H](C)CO)C[C@@H]2C)cc1
    -62	x	5	-0.4
- O=C(NCC[C@@H]1CC[C@@H](NS(=O)(=O)c2ccccc2)[C@@H](CO)O1)c1cc(Cl)cc(Cl)c1
    -89	x	1	-1.1

Next part.
SMILES	Tcruzi prolif	C diff growth	Pf Dd2 inh	KDM4C inh
O=C(N[C@H]1CC[C@H](CCn2cc(-c3ccccn3)nn2)O[C@H]1CO)c1cccnc1	-51	4	-9	-3.1
C[C@@H]1CCCCO[C@H](CN(C)C(=O)c2ccccc2)[C@@H](C)CN([C@H](C)CO)C(=O)c2cc(N(C)C)ccc2O1	58	1	x	2.7
CC(C)C(=O)Nc1ccc2c(c1)C(=O)N(C)[C@@H]1CC[C@H](CC(=O)NCCc3ccccc3)O[C@@H]1CO2	17	-6	2	-0.8
O=C(Nc1ccc(F)cc1)N[C@H]1CC[C@@H](CCNS(=O)(=O)c2cccc(Cl)c2)O[C@H]1CO	8	15	-13	-0.2
CO[C@@H]1CN(C)C(=O)c2cc(NC(=O)NC(C)C)ccc2OC[C@@H](C)N(Cc2ccc(-c3ccccn3)cc2)C[C@H]1C	-2	x	-51	0.1
COc1ccccc1S(=O)(=O)N1C[C@H](O)COC[C@@H]2O[C@@H](CC(=O)O)CC[C@H]21	17	x	4	0.4
CNC[C@@H]1Oc2c(NS(=O)(=O)c3ccccc3)cccc2C(=O)N([C@H](C)CO)C[C@H]1C	x	-3	-1	-0.1
C[C@@H]1CCCCO[C@@H](CN(C)C(=O)c2ccccc2)[C@H](C)CN([C@@H](C)CO)C(=O)c2cc(NS(=O)(=O)c3cn(C)cn3)ccc2O1	3	x	-2	0.3
C[C@@H]1CCCCO[C@H](CN(C)C(=O)Nc2ccc(C(F)(F)F)cc2)[C@@H](C)CN([C@H](C)CO)C(=O)c2cc(NC(=O)Nc3ccc(C(F)(F)F)cc3)ccc2O1	103*	x	-2	0.1
C[C@@H]1CN([C@H](C)CO)C(=O)CCCn2nncc2CO[C@@H]1CN(C)C(=O)Nc1ccccc1F	-24	4	-19	0.2
CCC(=O)N1C[C@H](O)COC[C@@H]2O[C@@H](CC(=O)N3CCCCC3)CC[C@H]21	-67	-2&-11	27	4.2
C[C@H](NC(=O)[C@H]1[C@H](CO)[C@H]2Cn3c(cccc3=O)[C@@H]1N2C(=O)C1CCCC1)c1ccccc1	91	3	10	-4.8
CCCC(=O)Nc1ccc2c(c1)C(=O)N(C)C[C@H](OC)[C@@H](C)CN(C(=O)c1ccccc1F)[C@@H](C)CO2	1	-1	2	0.4
C[C@@H]1CN([C@H](C)CO)C(=O)c2cc(NC(=O)Nc3cccc4ccccc34)ccc2O[C@H]1CN(C)C(=O)Nc1ccc(F)cc1	0	-3	19	-0.6

A second format for part of the listing above:
Value order: Tcruzi prolif | C diff growth | Pf Dd2 inh | KDM4C inh
CNC[C@@H]1Oc2c(NS(=O)(=O)c3ccccc3)cccc2C(=O)N([C@H](C)CO)C[C@H]1C
    x | -3 | -1 | -0.1
C[C@@H]1CCCCO[C@@H](CN(C)C(=O)c2ccccc2)[C@H](C)CN([C@@H](C)CO)C(=O)c2cc(NS(=O)(=O)c3cn(C)cn3)ccc2O1
    3 | x | -2 | 0.3
C[C@@H]1CCCCO[C@H](CN(C)C(=O)Nc2ccc(C(F)(F)F)cc2)[C@@H](C)CN([C@H](C)CO)C(=O)c2cc(NC(=O)Nc3ccc(C(F)(F)F)cc3)ccc2O1
    103* | x | -2 | 0.1
C[C@@H]1CN([C@H](C)CO)C(=O)CCCn2nncc2CO[C@@H]1CN(C)C(=O)Nc1ccccc1F
    -24 | 4 | -19 | 0.2

The order is random, and some 6.7% of all compounds hit somewhere here.
